Screening data deposited in PubChem BioAssay by several laboratories.
DNMT1 inh = blocks human DNA methyltransferase DNMT1. inhibition (reported as % activation of signal), % at 10 µM. 0.83% of 360,000 active. AID 588458. P26358. DNMT1 molecular beacon, Hinp1I cleavage, fluorescence; in the data active means inhibition above about 50%
Target sequence (P26358 504-1616 limits assumed): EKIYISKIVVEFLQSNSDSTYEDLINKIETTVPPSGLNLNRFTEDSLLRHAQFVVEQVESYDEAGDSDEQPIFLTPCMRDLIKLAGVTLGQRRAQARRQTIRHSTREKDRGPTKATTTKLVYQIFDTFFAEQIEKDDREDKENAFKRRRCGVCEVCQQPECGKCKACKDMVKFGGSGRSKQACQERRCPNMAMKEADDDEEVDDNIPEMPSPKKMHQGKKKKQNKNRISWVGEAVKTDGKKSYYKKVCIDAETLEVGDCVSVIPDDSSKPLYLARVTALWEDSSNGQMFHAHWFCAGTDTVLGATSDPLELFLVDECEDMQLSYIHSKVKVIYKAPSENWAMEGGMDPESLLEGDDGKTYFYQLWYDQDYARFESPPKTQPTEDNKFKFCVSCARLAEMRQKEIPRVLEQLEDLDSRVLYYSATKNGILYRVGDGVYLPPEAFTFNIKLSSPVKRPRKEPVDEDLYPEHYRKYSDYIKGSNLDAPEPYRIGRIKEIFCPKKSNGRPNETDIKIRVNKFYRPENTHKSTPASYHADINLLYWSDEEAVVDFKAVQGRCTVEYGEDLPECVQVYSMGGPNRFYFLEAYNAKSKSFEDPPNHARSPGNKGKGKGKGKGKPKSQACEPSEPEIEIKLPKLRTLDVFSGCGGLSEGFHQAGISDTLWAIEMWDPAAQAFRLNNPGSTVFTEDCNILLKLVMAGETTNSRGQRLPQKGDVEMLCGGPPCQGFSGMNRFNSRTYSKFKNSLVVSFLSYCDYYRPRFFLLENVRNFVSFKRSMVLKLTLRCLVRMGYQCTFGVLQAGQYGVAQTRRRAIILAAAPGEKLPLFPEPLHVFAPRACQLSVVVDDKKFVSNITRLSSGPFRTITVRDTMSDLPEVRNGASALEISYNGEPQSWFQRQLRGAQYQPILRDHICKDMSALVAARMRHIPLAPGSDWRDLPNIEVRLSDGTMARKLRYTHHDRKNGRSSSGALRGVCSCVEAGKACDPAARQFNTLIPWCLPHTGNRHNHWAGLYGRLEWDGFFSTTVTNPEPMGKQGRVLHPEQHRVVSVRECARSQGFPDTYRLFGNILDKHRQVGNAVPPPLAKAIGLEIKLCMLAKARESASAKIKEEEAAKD
Scp1 inh = blocks human Scp-1 phosphatase activity; Q9GZU7; Recombinant Scp1, phosphopeptide, malachite green phosphate absorbance; inhibition, % at 20 µM; 0.88% of 340,000 active; AID 493091;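 active means inhibition above about 50% at 20 µM, limit read from the data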;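 further: plate controls were DMSO wells with enzyme for no effect and wells lacking enzyme for full effect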
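Material: truncated SCP-1 phosphatase (76-261aa) / Buffer or medium: 50 mM Tris acetate pH 5.5, 0.005% Tween-20, 10 mM MgCl2 / Compound dosing: one concentration, 20 µM, with 1.0% DMSO / Incubation: 45 min room-temperature reaction, 5 min colour, 30 min stabiliser / Detection: colorimetric free-phosphate detection, absorbance 630 nm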
TbMetRS inhib = blocks T. brucei methionyl-tRNA synthetase activity. purified T. brucei MetRS, ATP depletion, Kinase-Glo luminescence. inhibition, % at 11.9 µM. 0.4% of 360,000 active. AID 624268;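 active means inhibition above a per-plate cutoff of the control wells' mean inhibition plus 3 SD, cut at about 5.5% in these data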;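 further: 0% = DMSO wells median and 100% = median of wells with control inhibitor compound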
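Material: T. brucei methionyl-tRNA synthetase, purified; reagent: substrates ATP, L-methionine and bulk Escherichia coli tRNA; dosing: 11.9 µM single point; timing: 15 min plus 2 h at 25 °C; detection: luminescence of leftover ATP; evaluation: % inhibition; control set: DMSO-only wells as low control; replicates: singlicate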
MsrA inhibitor = inhibits bovine methionine sulfoxide reductase A. purified bovine MsrA, absorbance read-out. inhibition, % at 15.5 µM. 0.75% of 360,000 active; in the data active means inhibition above about 4.5%;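 further: 0% = vehicle wells with enzyme and 100% = reference inhibitor wells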
NadD block = inhibitors of Staphylococcus aureus NadD | purified NadD enzyme, colorimetric absorbance read-out | inhibition, % at 20 µM | 0.78% of 360,000 active | AID 602399; in the data active means inhibition above about 26%; further: some compounds past the cut are filed as inactive
LMPTP inh = LMPTP (human) inhibition | P24666 | recombinant LMPTP-A, OMFP fluorogenic substrate, fluorescence intensity | inhibition, % at 20 µM | 0.22% of 360,000 active | AID 651560;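 active means compounds that cut the enzyme signal by at least half of the control window in the single-dose screen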;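 further: plate controls were DMSO wells with enzyme plus substrate for no effect and substrate without enzyme for full effect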
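Test system: LMPTP-A phosphatase enzyme. Amount: LMPTP-A at 0.625 nM final in the reaction. Reagent: OMFP substrate, 400 µM final. Times: 50 min at room temperature. Signal: endpoint fluorescence intensity from OMFP dephosphorylation. Read-out basis: % inhibition. Benchmarks: no-enzyme and uninhibited controls.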
CSN deneddyl inh = blocks human CSN-mediated cullin deneddylation | 0.38% of 360,000 active | Q92905 | inhibition, % at 12.5 µM | Purified CSN, SCF-Nedd8-OG deneddylation, fluorescence polarization;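 active means pattern-corrected inhibition above about 35%, with an unprinted fluorescence ratio check between 0.5 and 1.5, limit read from the data, passing the limit was not always enough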;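 further: 0% = enzyme with substrate and 100% = substrate without enzyme; some results filed as inactive read as strong as hits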
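Assay system: purified human Csn5 enzyme expressed in HEK293T cells; measure: % inhibition; also added: SCFSkp2-Nedd8OG substrate at 10 nM final; technique: fluorescence polarization; times: reaction 90 min, room temperature; medium: Tris buffer pH 7.5, NaCl, DTT, Tween-20, trehalose, ovalbumin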
Rpn11 block = inhibitors of human proteasome Rpn11. AID 588493. human 26S proteasome, Ub4-pepOG fluorescence polarization; 20S core pre-blocked with epoxomicin. calls only at 20 µM. O00487. 0.59% of 360,000 active;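 active means inhibition at 20 µM, scaled to each plate's controls, above about 33%, limit read from the data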
STEP inh = STEP (human) phosphatase inhibition. P54829. recombinant STEP, OMFP fluorogenic substrate, fluorescence. inhibition, % at 20 µM. 0.25% of 360,000 active. AID 588621;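 active means inhibition at 20 µM, scaled per plate between control wells, above about 37%, limit read from the data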;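 further: 0% = DMSO with enzyme and substrate and 100% = substrate only without enzyme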
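medium = Bis-Tris buffer pH 6.0, 2.5 mM DTT, 0.005% Tween 20 | test system = STEP (striatal-enriched tyrosine phosphatase) enzyme, cell-free | measure = normalized % inhibition | compound dosing = 20 µM, 1% DMSO | also added = 25 µM OMFP | schedule = reaction 20 min, ambient temperature | measured by = fluorescence read at 480 nm ex / 540 nm em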
SUMO1 PPI mod = SUMO1-SIM interaction modulation | P63165 | SUMO1 binding to a labelled peptide, TR-FRET, 1 h | inhibition, % at 20 µM | 0.33% of 360,000 active | AID 602429; in the data active means inhibition above about 37%
* marks the source's active call; other numbers are inactive results; i = inactive; / = no result given.

SMILES	DNMT1 inh	Scp1 inh	TbMetRS inhib	MsrA inhibitor	NadD block	LMPTP inh	CSN deneddyl inh	Rpn11 block	STEP inh	SUMO1 PPI mod
S=C(CSc1ccccc1)Nc1cccc2ccccc12	-6	/	0.1	-0.3	-7	0.1	-3	i	3	-6
Cc1nn(Cc2ccccc2Cl)c(C)c1C(=O)NCc1ccco1	-16	3	-0.7	-0.1	-1	1.0	0	i	1	0
CCCCOc1ccccc1NC(=O)CC1Nc2ccccc2NC1=O (centres undefined)	-15	-6	-0.5	0.3	31*	0.2	4	i	3	-8
COc1cccc(C(=O)O/N=C2\CCS(=O)(=O)c3sccc32)c1	-1	-6	0.3	2.7	-11	-0.3	-4	i	1	-1
CC(=O)N1CCN(S(=O)(=O)c2ccc(C)c([N+](=O)[O-])c2)C1C(C)C (centres undefined)	2	0	-0.6	1.1	3	0.2	-1	i	-4	-14
O=C(NC1C2CCCC1CN(C1CC1)C2)c1ccc(Cl)cc1 (centres undefined)	3	-6	-0.3	0.8	3	0.4	-4	i	1	0
CC[C@H](C)[C@H]1CNC(=S)N1CC1CCN(CC)CC1	4	/	-2.2	0.4	-4	-2.2	0	i	6	-3
Cc1c(CCC(=O)NCCCn2ccnc2)c(=O)oc2cc3oc4c(c3cc12)CCCC4	7	-13	-2.9	1.1	11	3.6	1	i	1	3
C/C(=N\Nc1ccc(Cl)cc1)c1c(O)cc(C)oc1=O	-1	-10	-0.1	0.8	-1	-0.2	-8	i	0	-2
S=C(NCC1CCCCC1)Nc1ccc(Oc2ccccc2)cc1	-2	-8	-0.7	0.2	-3	2.6	-3	i	1	1
CC(C)=CCN1CCN(Cc2cccc3nccnc23)CC1CCO (centres undefined)	0	1	-0.4	1.2	-4	-0.3	3	i	-1	-11
COC(=O)c1ccc(CO/N=C(\NC(C)=O)c2nonc2NC(C)=O)cc1	3	-12	0.7	1.5	-5	-1.0	0	i	0	-1
CC1CC(C)(C)NC(=S)N1CCC(=O)Nc1ccc2c(c1)OCCO2 (centres undefined)	0	-14	-0.4	-1.6	7	0.5	3	i	1	5
Cc1ccc2c(c1)N(C(=O)CCC(=O)NCc1cccnc1)CC(C)O2 (centres undefined)	-1	-9	0.5	-1.1	7	-1.3	-1	i	-1	-3
CCC[C@@H]1CCCO[C@@](C(=O)NCc2cc(C)n(C)n2)(C(F)(F)F)C1	1	1	-0.5	2.7	-8	-2.7	0	i	-2	-2
O=[N+]([O-])C1=CC=C2C(=NC3(CCCCC3)N2O)C1=NCCc1ccccc1	7	-5	-0.7	0.4	-2	-1.0	-6	i	0	-13
COc1ccc(N(CC(=O)N2CCN(Cc3ccccc3)CC2)S(=O)(=O)c2ccccc2)cc1	2	-5	-0.6	0.4	-2	-0.4	-3	i	1	8
O=C(N/N=C/c1ccc2nccnc2c1)c1ccncc1	5	-15	1.8	3.3	-5	-0.4	2	i	0	-39
O=C(NCCc1ccccc1)C(c1ccccc1F)N(C(=O)c1csnn1)C1CC1 (centres undefined)	1	-6	0.0	0.3	4	-1.1	6	i	-1	0
C#CCN(Cc1ccco1)C(=O)c1cc(COc2ccc(F)cc2Cl)on1	-1	-13	0.3	0.3	-4	1.6	-17	i	0	-4
O=C1NC(=NCc2ccccc2)S/C1=C/c1ccc(O)cc1	2	-2	-0.5	2.8	-2	2.2	0	i	3	-12
COc1ccc(/C=N/NC(=O)CN2CCCCCCC2)c(C)c1C	1	-30	-0.9	-1.1	-11	-2.5	4	i	1	-2
COc1cccc(N2CCN(c3c4c(nc5ncnn35)CCC4)CC2)c1	-1	-6	0.1	0.3	-10	0.6	2	i	0	6
CCC(C)NS(=O)(=O)c1ccc(S(=O)(=O)N2CC=C(c3ccc(F)cc3)CC2)cc1 (centres undefined)	0	-12	-0.4	1.2	-3	1.2	-15	i	1	4
O=C(NC1CCCCC1)c1nc(C2CCNCC2)oc1-c1ccccc1	6	/	-0.1	-1.6	-6	-1.5	31	i	0	1
COC(=O)c1cc(S(=O)(=O)Nc2cccc(S(N)(=O)=O)c2)oc1C	-6	-4	-1.7	1.0	-2	-0.1	3	i	-1	0
Cc1ccc2nsnc2c1NC(=O)CCl	-1	-1	-0.3	1.5	2	-0.6	5	i	1	-8
CCCCCCCCCCCCCC(=O)NO	24	-8	-0.6	0.1	14	-0.8	-5	i	0	3
Cn1cccc1/C=N/N1CCN(Cc2ccc(Cl)cc2)CC1	-7	14	-0.8	0.2	2	-0.1	0	i	-2	-3
COC(=O)C(C(=O)OC)N1C(=O)CCC1=O	5	-6	-1.0	0.2	-3	-1.0	-1	i	-4	-2
O=C(O)c1ccc(N2CCS(=O)(=O)CC2)cc1	-3	0	0.1	2.8	-2	-0.3	-5	i	0	8
COc1ccc(Oc2coc3c(CN(C)C)c(O)ccc3c2=O)cc1	-5	-9	-0.1	1.8	-7	0.1	0	i	-1	-5
COC(=O)COc1cc(OCC(=O)OC)c2c(-c3ccccc3)cc(=O)oc2c1	1	-2	0.0	-0.7	-4	-0.9	-1	i	2	-7
C(=NOCc1ccccc1)c1ccccn1	0	/	-0.2	1.2	1	-0.9	7	i	-1	-1
COc1c(C)cccc1C(=O)Nc1cc(Cl)ccc1N1CCOCC1	-11	-12	-1.3	-1.6	-6	3.0	3	i	-2	-3
CC(C)(C)C(=O)Nc1ccccc1N1CCN(c2ccc(F)cc2)CC1	1	0	0.3	-0.3	-6	0.7	0	i	0	4
O=C(NCCc1cn[nH]c1)c1ccc2oc(CCc3ccccc3)nc2c1	4	/	-0.5	1.0	0	-0.4	-6	i	0	-2
Cc1cnc(CNC(=O)c2csc([C@@H]3O[C@H](CO)[C@H](O)[C@H](O)[C@H]3O)n2)cn1	4	/	-0.2	-1.2	3	0.4	-4	i	2	-5
Cc1csc(NC(=O)Cc2c[nH]c3ccccc23)n1	-4	1	-0.7	0.3	-1	-1.6	-2	i	5	-5
CC(=O)NC(=S)Nc1cccc2ccc(C)nc12	-2	-13	0.0	2.4	-5	-0.7	1	i	2	-7
Cn1nnc(NC(=O)COc2ccc(C3CCCCC3)cc2)n1	-2	-5	0.2	-1.2	0	1.0	2	i	2	-2
COc1ccc(CNC(=O)c2ccc(C(C)(C)C)cc2)cc1	1	-5	-0.5	-0.5	-8	-0.1	-2	i	0	4
O=C(CSc1nnc2ccc(-c3ccccn3)nn12)Nc1cccc(F)c1	3	/	0.2	0.1	2	-2.1	4	i	-2	-19
CCNC(=O)NC(=O)C(C)OC(=O)c1cc(S(=O)(=O)N2CCCCCC2)ccc1OC (centres undefined)	2	-8	-0.6	-1.1	-2	-1.0	-4	i	1	0
O=C(Cn1c(=O)n(Cc2ccccc2)c(=O)c2ccccc21)NCc1ccco1	0	2	-0.4	-0.4	-6	-0.3	6	i	1	0
Cc1cc(=O)oc2cc(OCC(=O)N3c4ccccc4NC(=O)C3(C)C)ccc12	24	62*	-0.3	0.2	2	5.9	-2	i	-2	3
COc1ccccc1C=C1CCc2ccccc2C1=O	5	/	-0.5	-0.3	-6	2.4	4	i	9	-7
Cc1c(NC(=O)C(C)Oc2ccc(Br)cc2Cl)c(=O)n(-c2ccccc2)n1C (centres undefined)	0	-4	-0.1	0.0	-2	0.2	1	i	0	-2
CC1CCc2c(sc3nc(C4CC4)nc(N4CCN(C(=O)c5ccco5)CC4)c23)C1 (centres undefined)	-11	15	-0.5	0.8	16	9.1	0	i	7	4
CCn1nc(C)c(CNC(=O)Nc2ccccc2C(=O)OC)c1C	2	2	-1.0	0.4	-4	-1.4	-4	i	-6	-16
COC(=O)c1cccc(C(=O)N2CCC(CO)(Cc3ccccc3Cl)CC2)c1	-1	-20	-0.2	0.2	-7	-1.1	-3	i	-1	2
CCCCC1(COC(=O)CCC(=O)O)C(=O)N(c2ccccc2)N(c2ccccc2)C1=O	2	-3	-1.3	-0.1	-1	-1.3	-3	i	5	1
COc1ccc(/C=C2\N=C(c3ccccc3Cl)NC2=O)cc1	5	-8	0.4	0.0	-1	-1.0	-5	i	-1	-29
CC(C)CNC(=O)C1(N2C(=O)c3ccccc3C2=O)CCCC1	1	5	-0.4	/	-4	-0.7	-1	i	-1	2
CSc1nc2ccc(S(=O)(=O)Nc3c(C)n(C)n(-c4ccccc4)c3=O)cc2s1	4	11	-1.0	1.0	-2	-0.7	-4	i	0	-3
Cc1ccn2c(c1)nc(=O)c1cc(S(=O)(=O)N3CCOCC3)ccc12	5	-3	-0.2	0.3	-3	-2.7	18	i	-2	0
N#Cc1ccc(N2CCCNCC2)nc1	1	-7	-1.1	2.0	-5	-1.4	-4	i	0	8
Cc1cc(C)n2c(SCCC(C)C)nnc2n1	3	4	-1.0	0.9	-1	0.8	-3	i	-2	-1
Cc1onc(-c2c(Cl)cccc2Cl)c1C(=O)Nc1nc(C(C)(C)C)cs1	5	-7	-0.5	1.6	-2	2.0	4	i	1	7
Cc1cc(C)c(-c2cc(NC(=O)COC(=O)c3ccc(NC(=O)CC#N)cc3)n(-c3ccccc3)n2)cc1C	-3	2	-0.2	3.4	54*	3.3	-2	i	0	0
